HCV core dimer: HCV core protein dimerization inhibition; TR-FRET GST/Flag-core106 dimerization, 1536-well; inhibition, % at 5 µM; 300,000 compounds, 0.33% hits;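 active means inhibition above the mean of all tested compounds plus 3 SD, set per screening campaign, cut at about 45% in these data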
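System – GST-tagged and Flag-tagged HCV core protein residues 1-106 · Repeats – one well for each compound · Technique – TR-FRET 671 and 617 nm emission · Doses – one concentration, 5 µM, in 0.5% DMSO · Times – 4 h, 22.5 °C incubation · Also added – Eu donor and XL665 acceptor anti-tag antibodies · Measure – percent inhibition of core106 dimerization signal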
Efflux pump inh: blocks antifungal efflux pumps in multiplex yeast assay; 330,000 compounds, 0.44% hits; S. cerevisiae Candida pump triplex, Nile Red efflux; inhibition, % at 10 µM; AID 485275;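 active means plate passing quality check with inhibition over a set limit, or well fluorescence over plate mean plus 4 SD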;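 further: Nile Red retained in pooled yeast measured as flow cytometry median fluorescence; 0% = buffer negative control and 100% = Enniatin B positive control; higher means more Nile Red kept so more efflux inhibition; some compounds called inactive have numbers as strong as hits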
LYPLA2 counter: blocks human lysophospholipase 2, a PME1 counter-screen | O95372 | recombinant LYPLA2, FP-Rh probe fluorescence polarization | inhibition, % at 5.9 µM | 320,000 compounds, 0.38% hits | AID 2177;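 active means inhibition above the screen-wide mean plus 3 SD, limit set per campaign, cut at about 26% in these data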;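 further: 0% = LYPLA2 with DMSO and 100% = wells lacking LYPLA2 enzyme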
Target sequence (O95372 whole entry, looked up): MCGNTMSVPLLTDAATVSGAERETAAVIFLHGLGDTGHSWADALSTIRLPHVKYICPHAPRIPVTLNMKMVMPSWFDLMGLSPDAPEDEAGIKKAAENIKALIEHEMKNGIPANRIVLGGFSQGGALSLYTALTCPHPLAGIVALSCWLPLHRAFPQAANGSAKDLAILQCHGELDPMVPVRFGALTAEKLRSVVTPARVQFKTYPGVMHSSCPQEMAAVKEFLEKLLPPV
Fh CTSL1 inh: counter-screen for PFM18AAP inhibitors: inhibitors of F. hepatica cathepsin L1; recombinant F. hepatica cathepsin L1, Z-Leu-Arg-MCA fluorescence; inhibition, % at 5.96 µM; 300,000 compounds, 0.49% hits;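 active means inhibition above the mean of all tested compounds plus 3 SD, set per screening campaign, cut at about 17% in these data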;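 further: 0% = plate median of test compound wells and 100% = 1 µM Z-Phe-Ala-diazomethylketone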
PP1 counter: blocks human PP1-alpha phosphatase, a PP5 counter-screen. P62136. purified PP1alpha, OMFP fluorescence. inhibition, % at 6.7 µM. 320,000 compounds, 0.9% hits;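 active means inhibition above the mean inhibition of all tested compounds plus 3 SD, computed separately for each screening campaign, cut at about 15% in these data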
TPT1 inh: inhibitors of Candida albicans tRNA 2'-phosphotransferase TPT1 | recombinant caTPT1, FP RNA substrate dephosphorylation | inhibition, % at 5 µM | 300,000 compounds, 0.81% hits;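 active means inhibition above the mean of all tested compounds plus 3 SD, set per screening campaign, cut at about 24% in these data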;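 further: plate controls were DMSO alone for no effect and ferristatin control at 100 nM for full effect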
PP5 inh: PP5 (human) phosphatase inhibition | purified PP5c, OMFP substrate fluorescence | inhibition, % at 6.7 µM | 320,000 compounds, 0.18% hits;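 active means inhibition above the campaign's mean inhibition across all tested compounds plus 3 SD, cut at about 9.5% in these data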;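 further: 0% = DMSO only and 100% = 100 µM cantharidin control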
GASC-1 inh: inhibitors of human GASC-1 (JMJD2C) demethylase; GST-JMJD2C(1-420) H3K9me3 demethylation, DELFIA europium; inhibition, % at 2.35 µM; Q9H3R0; 330,000 compounds, 0.069% hits;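 active means more than half of a compound's replicate wells show inhibition beyond 50%, single wells judged on their own value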;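 further: signal counts dimethyl H3K9 product captured on neutravidin plate; 0% = median of DMSO wells and 100% = 0.3 times that DMSO median; strong numbers were not always called active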
PREPL inh: inhibitors of human prolyl oligopeptidase-like enzyme PREPL; recombinant PREPL, fluorescence polarization activity-based probe; inhibition, % at 5.96 µM; 320,000 compounds, 0.68% hits; AID 2751; in the data active means inhibition above about 43%;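 further: 0% = enzyme with DMSO and 100% = wells lacking enzyme; many of its hits are not listed in these tables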
Target sequence (Q4J6C6 whole entry, looked up): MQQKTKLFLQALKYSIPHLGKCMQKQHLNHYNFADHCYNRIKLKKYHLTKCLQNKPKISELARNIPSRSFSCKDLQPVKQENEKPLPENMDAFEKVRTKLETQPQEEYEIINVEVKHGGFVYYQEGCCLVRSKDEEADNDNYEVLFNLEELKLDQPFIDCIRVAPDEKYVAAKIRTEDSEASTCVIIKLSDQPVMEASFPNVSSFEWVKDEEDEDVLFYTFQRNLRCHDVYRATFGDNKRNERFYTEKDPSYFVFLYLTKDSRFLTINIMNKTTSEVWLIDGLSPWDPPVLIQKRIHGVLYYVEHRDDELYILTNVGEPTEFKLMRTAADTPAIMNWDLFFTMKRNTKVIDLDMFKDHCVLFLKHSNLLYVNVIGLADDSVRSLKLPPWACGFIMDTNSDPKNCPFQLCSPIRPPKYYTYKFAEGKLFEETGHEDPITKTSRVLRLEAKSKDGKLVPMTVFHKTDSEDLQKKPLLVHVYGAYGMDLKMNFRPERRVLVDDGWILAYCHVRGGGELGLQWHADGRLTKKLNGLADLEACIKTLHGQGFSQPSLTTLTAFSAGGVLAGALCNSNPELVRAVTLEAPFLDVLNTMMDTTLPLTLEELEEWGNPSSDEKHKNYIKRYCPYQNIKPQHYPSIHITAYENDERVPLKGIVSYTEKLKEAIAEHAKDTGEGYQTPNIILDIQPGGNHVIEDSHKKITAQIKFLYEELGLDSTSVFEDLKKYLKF
Active calls of the source: *; i = inactive; · = no result given. Not all compounds are listed; rates above refer to the full screens.

SMILES	HCV core dimer	Efflux pump inh	LYPLA2 counter	Fh CTSL1 inh	PP1 counter	TPT1 inh	PP5 inh	GASC-1 inh	PREPL inh
Cc1cc2c(ncn2C)c(NS(=O)(=O)c2ccc(Cl)cc2)c1C	-4	-0.1	3	-2	-4	1	2.3	-1	-5
C/C=C(\C)C(=O)NCCN1C2=NC[C@H](C)N2C[C@@H]1Cc1ccc(OC)cc1	5	·	0	-3	-3	-4	0.4	-18	24
CCCCCN(C(=O)CCC(=O)OCC(=O)N1CCC(C)CC1)c1c(N)n(CCCC)c(=O)[nH]c1=O	-1	-0.2	4	0	-4	-2	1.4	47	1
CCOC(=O)N/N=C(C)/C=C/c1ccco1	-11	0.0	10	3	-2	-4	1.0	11	-2
Cc1ccc(NC(=O)Cc2nnc(SCC(=O)c3ccc(Br)cc3)n2C)cc1Cl	2	-0.3	0	-6	-1	-6	0.5	8	-8
CCCCOc1ccc(C(=O)N/C(=C/C=C/c2ccccc2)C(=O)NC)cc1	4	-0.1	-2	0	-2	1	2.3	7	-5
CC(NCc1cc(Br)ccc1OCC(=O)NCc1ccccc1)c1ccccc1 (stereo not given)	-1	-0.1	3	1	0	-1	0.6	69	-21
Cc1cc(NC(=O)C(C)SCC(=O)Nc2ccccc2OC(F)F)no1 (stereo not given)	2	0.1	3	-2	-4	1	2.1	-10	5
NCCCC[C@@H]1NC(=O)c2cc([N+](=O)[O-])cc(F)c2NCCCC[C@@H](C(N)=O)NC(=O)[C@H](CCC(N)=O)NC1=O	-3	0.0	2	3	-3	-1	2.5	-9	21
COc1ccc(NC(=O)Nc2ccc(F)cc2)c(C)c1	-4	0.0	5	-4	1	-2	2.6	1	-2
O=C(NCc1ccco1)c1ccc(Oc2ccccc2)cc1	1	0.1	11	4	-2	3	2.0	3	2
Cc1ccc(CC(CC(=O)Nc2cccc(C(F)(F)F)c2)C(=O)O)cc1 (stereo not given)	2	-0.1	-3	1	0	3	2.1	0	-2
CCCCn1nc(C(=O)Nc2nc3c(s2)CCCC3)c2ccccc2c1=O	15	0.0	-2	3	1	1	-0.8	-8	3
CC(C)(C)CNC(=O)c1ccc2c(c1)S(=O)(=O)c1cc(Cl)ccc1C2=O	·	-0.2	15	·	-3	·	0.2	4	-2
Cc1cc(Nc2ccccc2)nc(N2CCN(C(=O)c3ccc4c(c3)OCO4)CC2)n1	4	0.1	-7	2	1	2	1.3	-9	25
CCc1cc(C(=O)OC)c(NC(=O)CC2NCCNC2=O)s1 (stereo not given)	3	0.0	10	-1	7	-5	1.5	-24	3
CC(C)OCCCNC(=O)C(NC(=O)c1ccc(Cl)cc1)C(C)C (stereo not given)	5	0.1	-7	6	1	0	-0.8	-4	6
CS/C(Nc1cc(Cl)ccc1Cl)=C(/C#N)C(=O)c1ccco1	2	0.1	-8	6	-1	1	2.1	-4	-4
O=C(c1cccc(Br)c1)N1CCN(S(=O)(=O)N2CCCCC2)CC1	10	-0.1	-2	-5	-3	0	2.2	-17	-2
COc1ccc(C2/C(=C(/O)c3ccc(C)cc3)C(=O)C(=O)N2c2ccccn2)cc1 (stereo not given)	3	0.3	6	-1	5	-1	-0.7	-11	6

Given comma-delimited: entries from further up.
smiles,HCV core dimer,Efflux pump inh,LYPLA2 counter,Fh CTSL1 inh,PP1 counter,TPT1 inh,PP5 inh,GASC-1 inh,PREPL inh
CCOC(=O)N/N=C(C)/C=C/c1ccco1,-11,0.0,10,3,-2,-4,1.0,11,-2
Cc1ccc(NC(=O)Cc2nnc(SCC(=O)c3ccc(Br)cc3)n2C)cc1Cl,2,-0.3,0,-6,-1,-6,0.5,8,-8
CCCCOc1ccc(C(=O)N/C(=C/C=C/c2ccccc2)C(=O)NC)cc1,4,-0.1,-2,0,-2,1,2.3,7,-5
CC(NCc1cc(Br)ccc1OCC(=O)NCc1ccccc1)c1ccccc1 (stereo not given),-1,-0.1,3,1,0,-1,0.6,69,-21
Cc1cc(NC(=O)C(C)SCC(=O)Nc2ccccc2OC(F)F)no1 (stereo not given),2,0.1,3,-2,-4,1,2.1,-10,5
NCCCC[C@@H]1NC(=O)c2cc([N+](=O)[O-])cc(F)c2NCCCC[C@@H](C(N)=O)NC(=O)[C@H](CCC(N)=O)NC1=O,-3,0.0,2,3,-3,-1,2.5,-9,21
COc1ccc(NC(=O)Nc2ccc(F)cc2)c(C)c1,-4,0.0,5,-4,1,-2,2.6,1,-2
O=C(NCc1ccco1)c1ccc(Oc2ccccc2)cc1,1,0.1,11,4,-2,3,2.0,3,2
Cc1ccc(CC(CC(=O)Nc2cccc(C(F)(F)F)c2)C(=O)O)cc1 (stereo not given),2,-0.1,-3,1,0,3,2.1,0,-2
CCCCn1nc(C(=O)Nc2nc3c(s2)CCCC3)c2ccccc2c1=O,15,0.0,-2,3,1,1,-0.8,-8,3
CC(C)(C)CNC(=O)c1ccc2c(c1)S(=O)(=O)c1cc(Cl)ccc1C2=O,·,-0.2,15,·,-3,·,0.2,4,-2
Cc1cc(Nc2ccccc2)nc(N2CCN(C(=O)c3ccc4c(c3)OCO4)CC2)n1,4,0.1,-7,2,1,2,1.3,-9,25
CCc1cc(C(=O)OC)c(NC(=O)CC2NCCNC2=O)s1 (stereo not given),3,0.0,10,-1,7,-5,1.5,-24,3
CC(C)OCCCNC(=O)C(NC(=O)c1ccc(Cl)cc1)C(C)C (stereo not given),5,0.1,-7,6,1,0,-0.8,-4,6

(listing goes on)
SMILES	HCV core dimer	Efflux pump inh	LYPLA2 counter	Fh CTSL1 inh	PP1 counter	TPT1 inh	PP5 inh	GASC-1 inh	PREPL inh
COc1ccc(-c2ncncc2-c2csc(C)n2)c(O)c1OC	-4	0.2	-8	-4	10	-7	-3.0	-4	4
COc1cccc(N2CC(C)Cn3c2nc2c3c(=O)n(CCN3CCOCC3)c(=O)n2C)c1 (stereo not given)	-1	0.0	6	-1	-6	2	3.2	-21	27
COCCN(C(=O)c1csnn1)C(C(=O)NC1CCCCC1)c1ccccc1 (stereo not given)	-1	0.0	-9	-9	-4	-3	3.1	-9	8
CCc1ccc(-c2nc(CN3CCCC(C(=O)O)C3)c(C)o2)cc1 (stereo not given)	15	0.0	-2	-4	-5	-3	2.5	2	3
CC(C)N(CCCNC(=O)C1CCN(C(=O)c2cc3sccc3n2C)CC1)Cc1ccccc1	-2	0.2	1	-3	3	0	-0.1	-19	17
Cc1ccc(CNC(=O)c2ccc(N3CCCC3=O)cc2)cc1	-4	-0.1	2	-4	-2	-3	5.2	-4	3
CCOc1nc(C)ccc1-c1noc(-c2cccnc2)n1	4	-0.1	-5	9	-5	-1	-2.6	-7	3
O=C(CCC(=O)c1ccc(Oc2ccccc2)cc1)Nc1ccc(C(=O)O)cc1	5	0.0	5	0	1	-1	1.5	0	-6
CCn1c(N2CCN(C(=S)NCCc3ccccc3)CC2)nc2ccccc21	6	0.3	-3	-1	-1	-2	1.1	-12	24
COc1ccc(NC(=O)Cn2c(=O)n(-c3ccccc3)c(=O)c3sccc32)c(OC)c1	1	-0.1	5	-2	1	-3	-1.2	3	9
COc1ccccc1OCC(=O)Nc1cc(Cl)ccc1N1CCCCC1	·	-0.2	-5	·	2	·	-0.7	10	6
COc1ccccc1C(=O)c1c(C)c(CCC#N)n2ccccc12	2	-0.2	0	-3	1	-3	-0.4	11	-10
CCN(CC)S(=O)(=O)c1cc(NS(=O)(=O)c2cccc(C(=O)O)c2)ccc1C	-1	-0.1	-1	0	-3	0	-3.1	19	6
CC(C)c1ccc(NC(=O)C(c2ccccc2)N2CCN(C=O)CC2)cc1 (stereo not given)	2	-0.1	-1	1	0	-1	-0.1	6	2
CCOC(=O)Nc1ccc(NC(=O)c2c(OC)cccc2OC)cc1	-7	0.0	-1	-6	2	-3	1.4	0	18
Cc1nn(C)c(C)c1CNC(=O)/C=C/c1ccccc1F	-13	-0.3	5	1	1	-1	3.5	4	1
CC1(C)CC(N=C2C([N+](=O)[O-])=CC=C3C2=NC2(CCCCC2)N3O)CC(C)(C)N1	-10	-0.1	6	0	-4	-5	2.4	13	-3
COC(=O)Cc1ccc(NC(=S)NCCSc2ccc(Cl)cc2)cc1	5	0.1	-4	1	0	1	2.1	0	3
CCC1(C)Cc2c(sc3nc(SC)nc(NCCN(C)C)c23)CO1 (stereo not given)	-6	0.1	1	0	1	0	2.0	6	12
Cc1nc(-c2ccccc2)sc1C(=O)CSc1ccc(Br)cc1	-17	-0.1	-4	1	-2	-2	0.9	-13	-19
O=C(COC(=O)C1CCN(C(=O)Nc2ccccc2)CC1)NCC(F)(F)F	0	0.0	2	-2	-4	-4	2.1	5	0
NNC(=O)c1ccc([N+](=O)[O-])c(CS(=O)(=O)c2ccc(Cl)cc2)c1	12	-0.1	-8	2	0	1	1.0	15	21
COC(=O)c1ccsc1NC(=O)c1cccc(OC)c1	1	-0.3	4	4	3	1	0.7	-13	3
COc1ccc(C(=O)NC(=S)NNC(=O)c2ccccc2O)cc1	6	-0.1	-3	2	0	-4	1.9	-9	9
CC(=O)NCCn1c(C)cc2ccccc21	-4	0.0	0	-1	1	-3	2.4	i	10
N#CCCn1c(SCC(=O)c2c[nH]c3ccccc23)nc2ccccc21	13	0.2	-12	2	2	1	5.0	1	-6
O=C(CC1NC(=O)NC1=O)Nc1ccccc1 (stereo not given)	4	0.0	-2	4	-2	-1	-1.4	34	-9
CCOC(=O)N1CCN(C(=O)C(CC)n2nc(C)c3sc4ccccc4c3c2=O)CC1 (stereo not given)	3	-0.1	-1	-2	-1	-1	0.3	11	-7
Cc1ccc(NS(=O)(=O)c2ccc(OCC(=O)NCc3ccccn3)cc2)cc1	6	0.8	-3	0	-3	1	1.5	8	5
O=C(NCCCN1CCCC1=O)Nc1ccc(Br)cc1Cl	-4	-3.1	0	-1	-3	-6	0.2	-3	6
CC(C)OCCCNC(=O)C1CCN(S(=O)(=O)c2ccc3nc4c(c(C(=O)O)c3c2)CCCCC4)CC1	2	0.1	-4	-2	-5	1	1.3	-5	-4
Cc1ccnc2c1ccc1ccccc12	0	0.3	1	-2	-1	1	-1.9	-21	-3
CCCCn1c(N)c(N(CCOC)C(=O)CN2c3ccccc3CC2C)c(=O)[nH]c1=O (stereo not given)	-4	0.1	-8	4	0	6	1.9	·	-2
COCCOC(=O)c1c(NC(=O)CNCc2ccco2)sc(C(N)=O)c1C	3	0.1	1	1	0	8	0.7	-30	8
O=c1[nH]c(Cc2ccccc2)nc2scc(-c3ccccc3)c12	15	0.0	2	0	2	-1	0.8	17	-5
O=C(Nc1ccccc1F)c1c[nH]c(=O)[nH]c1=O	0	-0.1	7	-8	-6	2	0.2	1	-3
Cc1cccc2cc(CN(Cc3cccnc3)C(=S)NCCCN(C)C)c(=O)[nH]c12	-4	-0.1	-2	0	-3	-4	-2.5	4	-7
CCN(CC)C(=O)COc1ccc(S(=O)(=O)N2CCOCC2)cc1	-4	-0.2	-1	6	8	-1	-2.5	-42	9
CC(=O)c1cccc(N=Nc2c(-c3ccccc3)[nH]n(-c3ccccc3)c2=O)c1	7	0.0	-5	1	-4	4	-0.4	59	-7
